NadD inh = inhibitors of S. aureus NadD, primary screen, biochemical, colorimetric, uHTS; Nicotinate-nucleotide adenylyltransferase NadD (Staphylococcus aureus N315); purified NadD enzyme, colorimetric absorbance read-out; inhibition, % at 20 µM; 360,000 tested, 0.78% active; in the data active means inhibition above about 26%; further: some compounds past the cut are filed as inactive
STEP inh = STEP phosphatase inhibitors, primary screen, biochemical, fluorescence intensity, uHTS; recombinant STEP, OMFP fluorogenic substrate; Tyrosine-protein phosphatase non-receptor type 5 (Homo sapiens), P54829; inhibition, % at 20 µM; AID 588621, 2011; 360,000 tested, 0.25% active;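 active means inhibition at 20 µM, scaled per plate between control wells, above about 37%, limit read from the data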;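 further: 0% = DMSO with enzyme and substrate and 100% = substrate only without enzyme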
Target sequence (P54829 whole entry, looked up): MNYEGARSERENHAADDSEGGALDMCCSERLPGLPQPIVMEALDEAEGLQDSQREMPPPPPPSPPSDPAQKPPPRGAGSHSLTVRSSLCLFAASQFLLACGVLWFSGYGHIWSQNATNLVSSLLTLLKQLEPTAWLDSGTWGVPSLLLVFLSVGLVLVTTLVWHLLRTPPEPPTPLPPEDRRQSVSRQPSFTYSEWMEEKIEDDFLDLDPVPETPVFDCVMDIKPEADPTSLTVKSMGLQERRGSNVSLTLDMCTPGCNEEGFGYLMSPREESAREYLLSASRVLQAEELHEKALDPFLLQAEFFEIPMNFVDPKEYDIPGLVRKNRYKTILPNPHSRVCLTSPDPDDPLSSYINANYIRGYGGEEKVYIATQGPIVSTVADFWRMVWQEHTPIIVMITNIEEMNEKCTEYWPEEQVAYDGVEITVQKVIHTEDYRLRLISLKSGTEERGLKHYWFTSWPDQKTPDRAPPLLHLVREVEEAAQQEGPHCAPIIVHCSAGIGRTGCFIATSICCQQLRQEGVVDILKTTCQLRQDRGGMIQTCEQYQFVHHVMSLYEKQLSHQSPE
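Material: STEP (striatal-enriched tyrosine phosphatase) enzyme, cell-free | Medium: 50 mM Bis-Tris pH 6.0 with 2.5 mM DTT and 0.005% Tween 20 | Read-out: Percent inhibition scaled to no-enzyme and uninhibited-enzyme controls, plate-pattern corrected | Signal: Fluorescence read at 480 nm ex / 540 nm em | Times: 20 min reaction, room temperature, in the dark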
SUMO1 PPI mod = modulators of SUMO1 protein-protein interactions, primary screen, biochemical, uHTS. inhibition, % at 20 µM. AID 602429, 2012. SUMO1 binding to a labelled peptide, TR-FRET, 1 h. 360,000 tested, 0.33% active; in the data active means inhibition above about 37%
Scp-1 inhibitor = Scp-1 phosphatase inhibitors, primary screen, biochemical, colorimetric, uHTS. Carboxy-terminal domain RNA polymerase II polypeptide A small phosphatase 1 (Homo …. Recombinant Scp1, phosphopeptide, malachite green phosphate absorbance. inhibition, % at 20 µM. 340,000 tested, 0.88% active. AID 493091, 2011;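 active means inhibition above about 50% at 20 µM, limit read from the data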;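 further: plate controls were DMSO wells with enzyme for no effect and wells lacking enzyme for full effect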
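Test system: SCP-1 phosphatase catalytic domain, residues 76-261; measured by: colorimetric phosphate reagent with accelerator and stabiliser, absorbance at 630 nm; timing: enzyme reaction 45 min at room temperature, colour 5 min, stabilisation 30 min; also added: Phosphorylated 17-residue peptide substrate; compound dosing: one concentration, 20 µM, with 1.0% DMSO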
Rpn11 inh = Rpn11 (PSMD14) deubiquitinase inhibitors, primary screen, biochemical, fluorescence polarization, uHTS; AID 588493, 2011; 26S proteasome non-ATPase regulatory subunit 14 (Homo sapiens), O00487; 360,000 tested, 0.59% active; calls only at 20 µM; human 26S proteasome, Ub4-pepOG fluorescence polarization; 20S core pre-blocked with epoxomicin;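 active means inhibition at 20 µM, scaled to each plate's controls, above about 33%, limit read from the data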
DNMT1 block = human DNMT1 methyltransferase inhibitors, primary screen, biochemical, molecular beacon, fluorescence, HinP1I cleavage, uHTS; 360,000 tested, 0.83% active; inhibition (reported as % activation of signal), % at 10 µM; DNA (cytosine-5)-methyltransferase 1 (Homo sapiens), P26358; in the data active means inhibition above about 50%
Rin1-Abl PPI inh = inhibitors of Rin1-Abl protein binding, primary screen, biochemical, TR-FRET. inhibition, % at 7.35 µM. 360,000 tested, 0.4% active; in the data active means inhibition above about 5%, passing the limit was not always enough
CSN inh = inhibitors of CSN-mediated cullin deneddylation, primary screen, biochemical, fluorescence polarization, uHTS. 360,000 tested, 0.38% active. COP9 signalosome complex subunit 5 (Homo sapiens), Q92905. inhibition, % at 12.5 µM. Purified CSN, SCF-Nedd8-OG deneddylation. AID 651999, 2013;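 active means pattern-corrected inhibition above about 35%, with an unprinted fluorescence ratio check between 0.5 and 1.5, limit read from the data, passing the limit was not always enough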;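 further: 0% = enzyme with substrate and 100% = substrate without enzyme; some results filed as inactive read as strong as hits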
Target sequence (Q92905 whole entry, looked up, one chain of several): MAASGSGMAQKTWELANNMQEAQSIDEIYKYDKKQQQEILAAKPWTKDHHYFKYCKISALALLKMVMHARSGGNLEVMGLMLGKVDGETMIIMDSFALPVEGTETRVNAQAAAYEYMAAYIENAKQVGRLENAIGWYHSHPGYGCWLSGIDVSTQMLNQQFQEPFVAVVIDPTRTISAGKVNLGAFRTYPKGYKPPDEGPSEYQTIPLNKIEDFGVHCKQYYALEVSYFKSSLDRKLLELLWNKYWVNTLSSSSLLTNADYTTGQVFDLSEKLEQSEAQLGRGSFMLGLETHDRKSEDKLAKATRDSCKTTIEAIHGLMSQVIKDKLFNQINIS
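Assay system: Purified human Csn5 enzyme expressed in HEK293T cells | Amount: Enzyme 0.24 nM | Measured by: Fluorescence polarization readout | Medium: Tris/NaCl/DTT buffer, pH 7.5 | Compound dosing: One concentration, 12.5 µM, 0.25% DMSO | Times: 90 min incubation of compound, enzyme and substrate at room temperature | Control set: no-enzyme wells high, enzyme-with-substrate wells low | Read-out: % inhibition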
Neddylation inh = inhibitors of cullin neddylation, primary screen, biochemical, TR-FRET, uHTS, NAE and Ubc12; NEDD8-conjugating enzyme Ubc12 (Homo sapiens) + NEDD8-activating enzyme E1 regulatory …; calls only at 25 µM; 360,000 tested, 0.58% active; AID 651699, 2012; in the data active means inhibition above about 36%
LMPTP block = LMPTP phosphatase inhibitors, primary screen, biochemical, fluorescence intensity, uHTS; Low molecular weight phosphotyrosine protein phosphatase (Homo sapiens), P24666; recombinant LMPTP-A, OMFP fluorogenic substrate; inhibition, % at 20 µM; 360,000 tested, 0.22% active;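 active means compounds that cut the enzyme signal by at least half of the control window in the single-dose screen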;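 further: plate controls were DMSO wells with enzyme plus substrate for no effect and substrate without enzyme for full effect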
Target sequence (P24666 whole entry, looked up): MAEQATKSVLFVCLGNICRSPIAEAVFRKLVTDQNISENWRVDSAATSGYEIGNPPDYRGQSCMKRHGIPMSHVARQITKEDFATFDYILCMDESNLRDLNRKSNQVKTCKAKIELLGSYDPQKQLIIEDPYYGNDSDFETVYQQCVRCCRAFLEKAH
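Test system – LMPTP-A phosphatase enzyme · Quantity – 0.625 nM LMPTP-A final · Reagent – OMFP substrate, 400 µM final · Dosing – one test concentration per compound, 20 µM, with 3% DMSO overall · Timing – 50 min enzyme reaction at room temperature, protected from light · Detection – fluorescence intensity · Controls – substrate-only low control, DMSO enzyme-plus-substrate high control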
* hit, by the source's call; i = inactive; . = no result given; + = active, no number. Rows were taken by chance, and some 3.8% of all compounds hit somewhere here.

Molecule,NadD inh,STEP inh,SUMO1 PPI mod,Scp-1 inhibitor,Rpn11 inh,DNMT1 block,Rin1-Abl PPI inh,CSN inh,Neddylation inh,LMPTP block
CCOCCCNC(=S)N(CCN(C)C)Cc1cc2cc3c(cc2[nH]c1=O)OCCO3,-6.0,4.9,2.2,-1.9,i,-3.2,-1.4,2.5,i,-3.3
COc1ccc(CCNC(=O)CS(=O)Cc2nc(-c3cccs3)oc2C)cc1OC (stereo not drawn),2.0,-0.1,2.2,-2.5,+,-7.8,-4.8,-3.5,i,-0.9
CCOC(=O)Nc1ccc2c(c1)N(C(=O)CN(CC)CC)c1ccccc1C=C2,-1.2,-1.8,-5.6,-5.2,i,1.1,4.1,2.1,i,0.5
CC(=O)N(CCCNC(=O)c1ccccc1)C(=O)c1ccccc1,-2.0,-1.4,2.2,2.7,i,1.3,4.2,2.6,i,-0.4
N#CCC(=O)Nc1ccc(C(=O)OCc2ccccc2Oc2ccccc2)cc1,-10.8,-3.0,4.4,-12.4,i,-18.3,0.2,4.5,i,5.1
Cn1cc(CCNCc2cn[nH]c2-c2ccc(-c3ccccc3)cc2)cn1,-5.1,-1.2,-6.8,-5.8,i,-3.8,-2.2,-4.4,i,-1.1
Cc1nn(C(C)C(=O)NCCc2cccs2)c(=O)c2nn(-c3ccccc3)c(C)c12 (stereo not drawn),0.8,-1.3,-1.9,-9.1,i,-0.3,3.2,-0.3,i,-0.9
CCCCn1c(OC(=S)N(CC)CC)cc(C)nc1=S,-1.6,-0.2,4.7,.,i,-1.8,-1.2,-2.9,i,1.3
COc1ccc(NC(=O)Cn2nnc(C(=O)NCc3ccc(C)cc3)c2N)cc1OC,-9.0,-3.1,-0.4,1.8,i,0.9,0.9,-0.9,i,0.0
CN1CCC(N(C)C(=O)CNC(=O)c2ccc(C(C)(C)C)cc2)CC1,-8.0,0.6,2.1,-5.2,i,-0.7,3.3,-1.2,i,-2.0
COc1ccc(C(C(=O)NC2CCCCC2)N(C(=O)Cc2c[nH]c3ccccc23)c2ccccc2)cc1OC (stereo not drawn),8.2,-2.7,-4.3,-8.2,i,6.9,-1.3,-0.4,i,1.5
N=c1n(Cc2ccc(Cl)cc2)c2ccccc2n1CC(O)c1ccco1 (stereo not drawn),-7.9,-2.1,2.2,5.2,i,3.8,2.6,24.4,i,0.1
O=C(CSc1cccc2cccc(Cl)c12)NC1=NCCS1,0.4,-1.6,-12.6,-0.5,i,-14.5,-0.9,-3.7,i,0.3
CC(=O)Nc1cccc(-c2ccnc3c2CC(C)(C(=O)NCc2ccncc2)O3)c1 (stereo not drawn),1.3,0.0,-1.6,.,i,-1.9,1.6,-0.8,i,-0.8
O=C(Nc1cccc2[nH]c([C@H]3C[C@H](O)[C@@H](CO)O3)nc12)NC(c1ccccc1)c1ccccc1,1.3,-1.9,3.8,.,i,0.7,2.4,-4.4,i,4.6
CC(C)CC(=O)Nc1cccc(NC(=O)c2ccccc2Cl)c1,-0.2,1.2,1.3,-1.8,i,-0.6,0.7,-4.6,i,-0.9
Cc1cccc(N(C(=O)CNC(=O)c2ccco2)C(C(=O)NC2CCCC2)c2ccncc2)c1 (stereo not drawn),-5.0,2.3,2.7,0.2,i,-2.0,0.8,-2.1,i,0.3
O=C(COc1ccccc1)Nc1ccc(S(=O)(=O)Nc2ccccn2)cc1,3.0,-1.9,0.3,-3.8,i,0.9,1.3,-1.3,i,0.0
O=C(CCc1ccccc1)N1CCN(c2ccccc2F)CC1,-0.5,-3.5,-0.9,-4.6,i,1.1,2.8,-1.0,i,-0.9
CC(=O)N1CCN(S(=O)(=O)c2cccc(C(=O)NC3CC3)c2)CC1,-2.5,-1.6,0.8,4.1,i,1.9,3.6,0.1,i,-0.7
COCCn1cnc2c1c(=O)n(CC(=O)NN)c(=O)n2Cc1ccccc1,-6.9,-3.4,-2.3,-13.1,i,0.3,0.5,-3.6,i,-0.7
CCCOc1ccc(F)cc1-c1cc(C(=O)NCc2cc(C(F)(F)F)cc(C(F)(F)F)c2)[nH]n1,3.4,1.4,4.3,.,i,-1.5,1.0,-0.1,i,-0.1
O=C(NNC(=O)c1ccc(F)c(S(=O)(=O)N2CCOCC2)c1)c1ccc(Br)cc1,3.0,-3.6,5.4,-8.6,i,5.8,0.6,1.7,i,-1.6
CC(C)=C1CCC(C)CC1=NNC(N)=S (stereo not drawn),5.6,-1.4,-3.0,56.0*,i,1.0,1.9,2.9,i,-1.0
Cc1c(Cl)cccc1NC(=O)Nc1ccn(C)n1,-4.0,-1.5,1.4,2.0,i,0.6,1.5,-4.8,i,-0.1
CON(C)C(=O)CC(CN(Cc1ccccc1)C(=O)OC(C)(C)C)c1ccc(Cl)cc1 (stereo not drawn),-0.5,1.0,-0.5,-10.9,i,-4.3,-0.3,-2.5,i,2.8
O=C(NC(=S)N1CC=CCC1)c1ccccc1,-4.8,2.4,0.2,.,i,3.7,2.8,2.2,i,-0.9
Cc1ccc(C)c(C(=O)OCC(=O)Nc2cccc(S(=O)(=O)N3CCCCC3)c2)c1,-1.7,-3.7,3.3,-10.2,i,-15.7,0.1,1.9,i,4.2
CC(C)(C)c1ccc(S(=O)(=O)N2CCN(C(=O)C3=COCCO3)CC2)cc1,3.9,1.6,0.3,5.0,i,4.7,7.0,0.5,i,0.3
Cn1cccc1C1CCCN1CC(=O)Nc1ccc(F)c(F)c1F (stereo not drawn),8.6,-1.0,0.7,-2.8,i,-0.8,1.1,1.9,i,0.9
CC1CCN(C(=O)c2[nH]cnc2C(=O)Nc2ccon2)CC1,-0.8,2.9,3.3,-4.9,i,6.2,-0.5,1.0,i,-1.6
CSc1ccccc1C(=O)NCCSC(C)(C)C,0.3,-0.8,-6.0,11.9,i,2.4,0.1,-0.8,i,-1.0
Cc1ccc(S(=O)(=O)N2CCN(S(=O)(=O)c3ccc(C)cc3)C2c2ccccc2)cc1,-11.9,0.8,0.6,-7.8,i,-3.6,-1.8,2.4,i,2.1
COc1ccc(CCNC(=O)Cc2cc(OC)c(OC)cc2[N+](=O)[O-])cc1OC,-2.9,-2.0,-12.7,-10.3,i,-1.2,-1.4,-0.1,i,-1.2
CCOc1cc(Cl)c(CNCCCN2CCOCC2)cc1OC,1.5,-1.1,5.2,-3.9,i,2.5,2.9,0.6,i,-4.0
O=C(NC1CCCc2c1cnn2-c1cc(F)cc(F)c1)c1cc[n+]([O-])cc1 (stereo not drawn),-2.7,-0.1,-5.3,-8.3,i,0.6,-3.0,-2.6,i,0.1
CCCNC(=O)Nc1cc(OCC)c(N2CCOCC2)cc1OCC,3.9,1.6,-5.5,0.6,i,-5.4,-2.3,2.0,i,-0.8
Cc1onc(-c2ccccc2)c1C(=O)c1ccccc1,-5.6,3.8,-0.2,-9.5,i,-3.2,-2.0,8.2,i,-0.8
NC(=O)NC(=O)COC(=O)c1cccnc1Nc1ccccc1F,-1.0,1.3,-8.2,-4.1,i,0.8,-3.3,-0.8,i,0.4
CC1(C)CC(=O)c2sc(N)nc2C1,-1.0,-2.5,-1.8,-2.2,i,-1.2,-3.2,-1.2,i,0.5
Cc1ccc(CN2CCC(n3nccc3NC(=O)CCOc3ccccc3)CC2)o1,-9.3,-1.8,-0.2,-4.5,i,-1.0,1.5,8.3,i,-0.6
Cc1ccc(S(=O)(=O)NCC(=O)NCC(=O)OCC(=O)N2CC(=O)Nc3ccccc32)cc1C,-1.9,-2.1,-1.8,-10.5,i,-0.7,-1.0,-3.0,i,0.8
COc1ccccc1-c1csc(NC(=O)c2cc(-c3cccs3)nc3ccccc23)n1,22.3,-5.8,0.6,6.5,i,0.4,-4.5,-0.8,.,1.2
CCCS(=O)(=O)NC(=O)C1(C)CCCN(C(=O)C(C)(C)Oc2ccc(Cl)cc2)C1 (stereo not drawn),2.2,1.0,6.1,.,i,-1.9,-0.7,0.3,i,-0.3
COc1ccc(N=Cc2c(C)[nH][nH]c2=O)cc1,0.1,-1.2,-8.7,-1.8,i,0.1,0.4,5.1,i,-2.3

Whole records, quoted from the list.
`NC(=O)NC(=O)COC(=O)c1cccnc1Nc1ccccc1F` as listed: NadD inh = -1.0; STEP inh = 1.3; SUMO1 PPI mod = -8.2; Scp-1 inhibitor = -4.1; Rpn11 inh = i; DNMT1 block = 0.8; Rin1-Abl PPI inh = -3.3; CSN inh = -0.8; Neddylation inh = i; LMPTP block = 0.4
`COc1ccccc1-c1csc(NC(=O)c2cc(-c3cccs3)nc3ccccc23)n1` as listed: NadD inh = 22.3; STEP inh = -5.8; SUMO1 PPI mod = 0.6; Scp-1 inhibitor = 6.5; Rpn11 inh = i; DNMT1 block = 0.4; Rin1-Abl PPI inh = -4.5; CSN inh = -0.8; Neddylation inh = .; LMPTP block = 1.2

The list continues:
Molecule,NadD inh,STEP inh,SUMO1 PPI mod,Scp-1 inhibitor,Rpn11 inh,DNMT1 block,Rin1-Abl PPI inh,CSN inh,Neddylation inh,LMPTP block
O=C(OC1C2CCC1C1CN(CCc3ccccc3)CC12)c1ccccc1 (stereo not drawn),-2.1,0.2,3.7,-4.2,i,1.9,1.4,2.2,i,-1.7
CCN1CCN(S(=O)(=O)c2ccc(Cl)c(C(=O)N(CC(C)C)C3CCS(=O)(=O)C3)c2)CC1 (stereo not drawn),9.0,-2.1,6.5,15.4,i,-3.0,2.2,-7.0,i,-1.1
COc1c(C)cc(C(O)c2ncc(-c3cccc(F)c3)[nH]2)cc1C (stereo not drawn),-8.2,-1.3,2.7,.,i,-0.5,-4.9,1.9,i,-0.9
CCCCOCCCNC(=O)C[C@@H]1C[C@@]2(C(=O)OC)CCCCC=C2N(Cc2ccccc2)C1=O,-5.2,.,5.9,.,.,.,.,-4.5,i,-2.0
CC1CCCC/C1=N\NC(=S)Nc1ccccc1 (stereo not drawn),2.6,0.3,-10.8,-5.4,i,0.2,0.8,-1.7,i,-0.5
